Screening results from PubChem BioAssay.
C8 TRAIL sens: sensitizes caspase-8 expressing cells to TRAIL; AID 624354; inhibition (viability loss, TRAIL sensitization), % at 10 µM; NB7+C8 cells + TRAIL, ATPlite viability luminescence; hit rate 1% among 360,000;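 active = compounds causing at least 50% loss of cell viability in the single-dose screen, relative to plate controls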
HIF-2a block: inhibitors of HIF-2a; 786-0 RCC cells HIF-2a reporter, luciferase luminescence, overnight; hit rate 0.72% among 360,000; AID 624352; inhibition, % at 18.8 µM;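 active = inhibition of the luminescence signal of 40% or more relative to plate controls, in a single-dose primary screen at 18.75 µM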
CF NFkB block: blocks PAF-induced NF-kB reporter in cystic fibrosis cells; KKLEB NF-kB-GFP reporter, GFP fluorescence overnight; inhibition, % at 5 µM; hit rate 0.86% among 360,000;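 active = at least 50% inhibition at 5 µM, scaled per plate between neutral and stimulator controls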;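 also: PAF is a Pseudomonas aeruginosa culture filtrate used as stimulus; plate controls were PAF-stimulated DMSO wells for no effect and unstimulated DMSO wells for full effect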
Shn3 3UTR inh: Schnurri-3 reporter inhibition in Clone20 osteoblasts; Clone20 osteoblast Shn3 3'UTR firefly luciferase, 24 h; inhibition, % at 12.5 µM; AID 588674; hit rate 0.52% among 360,000;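 active = mean inhibition of at least 75% with every replicate also reaching 75%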;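 also: 0% = median of neutral control wells and 100% = pilot-screen positive control compound; some compounds past the cut are filed as inactive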
LMP1 NFkB inh: reduces LMP1-driven NF-kappaB luciferase signal | LMP1-induced NF-kappaB luciferase reporter cells, luminescence | inhibition, % at 12.5 µM | hit rate 0.69% among 350,000 | AID 504558; in the data active = inhibition above about 41%;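 also: 0% = neutral control wells and 100% = reference inhibitor control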
TRPM1 prom inh: inhibitors of MITF-driven TRPM1 promoter in melanoma cells; SK-MEL-5 TRPM1 promoter luciferase, 24 h; inhibition, % at 12.5 µM; hit rate 0.83% among 330,000;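 active = mean inhibition across replicates of 60% or more, whatever share of single replicates reaches that level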; also: values of inactives mirror those of a sister screen read the other way
hiPSC survival: enhancers of human iPSC single-cell survival. hiPSC single-cell survival, ATPlite luminescence; 100% = ROCK inhibitor wells, 0% = DMSO. survival enhancement, % at 20 µM. hit rate 0.044% among 360,000; in the data active = survival enhancement above about 18%;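 also: cells exposed to compounds for 16 hours before the ATP read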
NR2E3 ag-1: activates human photoreceptor nuclear receptor NR2E3; inhibition of corepressor binding, % at 4.78 µM; GST-NR2E3/biotin-RetCOR TR-FRET, 1536-well; AID 2300; hit rate 0.12% among 320,000;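 active = percent inhibition above the cutoff of mean plus 3 SD of all tested compounds, set per screening campaign, cut at about 20% in these data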;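 also: 0% = DMSO wells and 100% = biotin wells as full block of FRET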
Target sequence (Q9Y5X4 whole entry, looked up): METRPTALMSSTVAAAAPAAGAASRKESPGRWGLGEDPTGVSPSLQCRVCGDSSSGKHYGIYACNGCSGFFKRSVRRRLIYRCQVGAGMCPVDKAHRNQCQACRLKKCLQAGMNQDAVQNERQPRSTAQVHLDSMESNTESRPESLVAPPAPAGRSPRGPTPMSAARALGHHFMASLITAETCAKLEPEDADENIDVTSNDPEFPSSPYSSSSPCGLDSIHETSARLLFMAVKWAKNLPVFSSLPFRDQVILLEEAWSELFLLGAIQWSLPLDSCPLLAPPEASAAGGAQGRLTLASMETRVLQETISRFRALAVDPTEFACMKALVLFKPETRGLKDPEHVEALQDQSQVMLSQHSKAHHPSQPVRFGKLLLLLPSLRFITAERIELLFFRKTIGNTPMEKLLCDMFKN
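Material: NR2E3–RetCOR corepressor complex | Quantity: 1.35 nM GST-tagged NR2E3 final | Schedule: 5 h at 4 °C | Replication: Singlicate compound wells | Reagent: RetCOR corepressor, biotinylated, 7 nM | Controls: Biotin wells as high control, 0.6% DMSO wells as low control | Signal: TR-FRET, Eu(K)-anti-GST donor, streptavidin-D2 acceptor, ex 340, em 617/671 nm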
Peg3 prom inh: inhibitors of Peg3 promoter; hit rate 1.7% among 360,000; inhibition, % at 20 µM; HeLa PEG-Prom luciferase reporter, luminescence, overnight;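 active = inhibition of at least 50% at 20 µM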
KKLEB cytotox: CF airway cell cytotoxicity counter-screen; activity change (cytotoxicity), % at 5 µM; KKLEB CF airway cells viability, ATPlite luminescence, overnight; hits give low values; cells stimulated with P. aeruginosa culture filtrate; hit rate 0.36% among 360,000;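 active = corrected activity change at or below -50% at 5 µM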
NR2E3 ag-2: agonists of human NR2E3 nuclear receptor; Q9Y5X4; CHO-S Gal4-NCOR/VP16-NR2E3 two-hybrid, luciferase; inhibition of corepressor binding, % at 3.98 µM; hit rate 0.35% among 360,000; AID 602229;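 active = inhibition above the mean of all tested compounds plus 3 SD, cut at about 70% in these data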;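 also: 0% = DMSO with NR2E3 transfected cells and 100% = cells lacking NR2E3 construct; higher means lower luciferase signal from less NR2E3 corepressor binding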
Starred values were filed as active, the others as inactive; / = not tested or not shown. Some of the compounds tested, so the mix of outcomes need not match the whole.

SMILES	C8 TRAIL sens	HIF-2a block	CF NFkB block	Shn3 3UTR inh	LMP1 NFkB inh	TRPM1 prom inh	hiPSC survival	NR2E3 ag-1	Peg3 prom inh	KKLEB cytotox	NR2E3 ag-2
O=C(NCCc1ccccc1)C(=O)NCCC1CCCCN1S(=O)(=O)c1ccccc1 (centres undefined)	14	-11	-24	6	22	1	0.1	0	11	2	12
COCCn1c(C)cc(/C=N/NC(=O)c2cccnc2)c1C	1	-31	4	-17	-5	-4	0.6	-4	-40	16	0
CCCCN1C(=O)C2C(c3ccc(OC)cc3O)NC(CC(C)C)(C(=O)O)C2C1=O (centres undefined)	-23	0	15	12	11	-4	2.1	-2	-10	-23	-26
Cc1ccc2nc(NC(=S)NC(=O)c3cccs3)sc2c1	79*	-181	-16	-34	-32	-27	-5.6	3	-187	-9	-36
CN(C(=O)c1ccccn1)c1nnc(-c2cccnc2)s1	4	-46	-4	5	-2	2	0.1	5	-2	4	-39
CC(C)(C)n1nnnc1C(c1cccnc1)N1CCN(C2CCCCC2)CC1 (centres undefined)	7	10	14	-91	-15	-7	0.2	4	7	-1	-6
Cc1ccc2nc(SCC(=O)Nc3ccc4c(c3)OCO4)nc(=O)n2c1	7	-16	0	0	-11	-7	0.6	1	-10	-18	5
CCC1CCCCN1C(=O)c1c(-c2ccccc2)noc1C (centres undefined)	-19	14	-11	3	-1	1	-1.2	4	25	-12	-30
Cc1ccc(C(=O)O)cc1-c1ccc(/C=C2\SC(=O)N(CC(=O)Nc3ccc4c(c3)OCO4)C2=O)o1	-6	15	-38	1	3	9	0.2	1	-3	24	-24
O=C1N(Cc2cccnc2)C[C@@H]2C[C@@H](c3cccc(OC4CCCC4)c3)N3CCC[C@@]123	-3	16	-22	11	-2	-6	-1.2	-1	12	5	-9
CC(=O)c1ccc(NC(=O)COC(=O)CCc2ccc(S(=O)(=O)N3CCOCC3)cc2)cc1	6	8	5	2	-4	-15	-0.5	2	-9	-8	-2
CN(c1nc2c(c(=O)n(C)c(=O)n2C)n1CC(=O)c1ccccc1)C1CCCCC1	-3	1	-2	12	-1	-1	-3.1	4	8	-3	-25
O=C(COC(=O)c1ccc([N+](=O)[O-])o1)Nc1ccc(Br)cc1F	5	-10	24	-19	-2	10	-0.3	/	-4	-3	25
COC(=O)Cn1cc(C#N)c2ccccc21	3	5	9	-12	-4	12	4.1	2	3	-2	9
CC(=O)N1N=C(c2ccc(C)cc2)OC1c1cccnc1 (centres undefined)	-5	-92	-4	-29	6	-24	-0.4	-1	-60	-4	-20
Cc1cc(C(=O)OC(C(=O)Nc2cccc(C(F)(F)F)c2)c2ccccc2)c(C)o1 (centres undefined)	1	13	33	3	7	6	-1.5	0	12	-11	-12
COC(=O)c1ccc(OCCOc2ccccc2C)cc1	6	-35	-6	-3	-4	-14	0.9	2	-108	7	-5
COc1cnn(-c2ccc(C)cc2)c(=O)c1Cl	-5	-102	4	-35	-11	-25	2.0	1	-76	-7	-20
Cc1ccc(C(=O)OCC(=O)NC2CCCCC2)cc1S(=O)(=O)N1CCCCC1	-2	5	6	9	2	9	0.3	4	4	1	8
COc1ccccc1-c1ccc(/C=C2/C=C(CC(C)C)OC2=O)o1	-7	-29	-19	2	-8	6	3.7	1	-9	5	0
CCOc1ccc(C(=O)NC2C(=O)N3C(C(=O)O)=C(COC(C)=O)CSC23)cc1OCC (centres undefined)	-5	11	8	-14	-9	1	0.1	/	2	-1	-13
CCCCN1C(=O)C(C#N)CC2=C1CC(C)(C)CC2=O (centres undefined)	-7	5	5	-9	-5	1	-1.5	/	5	-2	-4
CCOC(=O)C1=C(C)Nc2ccccc2N=C1NC(=O)C(c1ccccc1)c1ccccc1	-8	8	15	-3	2	7	0.1	7	13	-7	-10
CCc1nccn1CCC(=O)NC1CC(C)(C)Cc2c1cnn2-c1ccc(OC)cc1 (centres undefined)	-9	4	1	3	6	-29	-0.5	0	-6	3	-18
COc1ccc(-c2noc(CN3CCN(C(=O)c4cccs4)CC3)n2)c(OC)c1OC	-11	1	21	-64	-5	5	-0.3	-1	14	-3	1
Cc1noc(C)c1NC(=O)N(C)C[C@@H]1OCc2ccccc2-c2c(n(C)c3ccccc23)C(=O)N([C@H](C)CO)C[C@H]1C	25	1	7	2	0	/	-2.0	/	8	1	-48
CCCc1cc(=O)[nH]c(SCC(=O)c2c(N)n(C3CC3)c(=O)[nH]c2=O)n1	85*	18	16	4	2	/	3.0	6	9	-12	2
Cc1ccc(-c2c(C)sc(=NC(=O)c3ccco3)n2C)cc1	65*	-222	5	-78	9	-101	-4.4	5	-296	-35	-142
O=C(c1cc(COc2ccc(F)c(F)c2)on1)N1CCSCC1	-21	-210	6	-80	-12	-62	0.0	/	-230	-6	-100
COc1cccc(C(=O)NCCS(=O)(=O)NCc2cccnc2)c1	0	11	-7	-3	-5	7	-0.1	-1	2	-2	-27
CC(C)c1nn2c(N)c(/C=C3\C=Nc4ccccc43)c(=O)nc2s1	0	-73	5	14	/	/	0.2	2	-25	-11	-18
O=C(CCN1C(=O)C2C3CCC(C3)C2C1=O)OCC(=O)c1ccc(Cl)cc1 (centres undefined)	3	15	-35	5	4	-23	0.1	/	7	26	-25
Cc1cc(OCC(=O)NNC(=S)NC(=O)c2ccc(Br)o2)ccc1Cl	2	4	3	15	-3	5	-0.3	/	35	-11	15
CC(=O)Nc1ccc(S(=O)(=O)Nc2cccc(-n3c(C)nc4ccccc4c3=O)c2)cc1	3	5	-16	-10	-8	0	-0.1	2	0	-9	0
Cc1cccc(/C(N)=N/OC(=O)c2ccc(Br)o2)c1	1	-216	-8	-106	-28	-57	-0.5	-3	-232	-1	-74
CCC(=O)N1CCc2cc(Br)cc(S(=O)(=O)NCCCN(CC)Cc3ccccc3)c21	3	16	-1	1	7	10	0.3	0	6	-1	15
COc1ccccc1N1CCN(C2CCCN(C(=O)CCC(=O)N(C)C)C2)CC1 (centres undefined)	-4	21	-18	-38	-1	1	-0.1	6	10	7	18
Cc1cnc([N+](=O)[O-])n1CCOC(=O)NC(=O)c1ccccc1Cl	9	17	-4	5	3	6	-0.6	5	28	-7	-2
COC(=O)CCCCCCCCCC[N+]1(C)CCCCC1	9	18	-6	14	4	1	-0.1	2	15	2	6
CC1(c2ccc3c(c2)OCCO3)NC(=O)N(CC(=O)c2ccc[nH]2)C1=O (centres undefined)	-5	8	20	-6	1	6	-0.1	0	20	6	5
CN=C1S/C(=C\c2cc(C)n(-c3ccccc3F)c2C)C(=O)N1C	55*	-67	-18	1	1	-15	0.2	-1	-60	-26	42
NC(c1ccccc1)c1csc(NC(=O)Nc2ccc(OC(F)(F)F)cc2)n1 (centres undefined)	5	-1	22	13	/	/	1.6	/	105*	-7	-8
CCOC(=O)[C@@H]1[C@H]2COc3ccccc3[C@H]2N2C(=O)N(c3ccc(Cl)cc3)C(=O)[C@]12C	3	11	5	15	-2	-16	0.7	1	14	9	-4
O=C(c1ccccc1F)N1CCC2CC1c1cc(N3CCCCC3)ccc12 (centres undefined)	7	11	15	14	9	/	0.6	/	6	-4	-15
CC(=O)N1CCc2cc(S(=O)(=O)NC(C(=O)NC(C)c3ccccc3)C(C)C)ccc21 (centres undefined)	1	-1	-4	-15	1	-11	0.7	-1	0	2	-2
COc1cc(/C=C(\CC(=O)O)c2nc3ccccc3s2)ccc1OCC(=O)Nc1ccccc1F	-13	-35	14	-46	0	/	0.4	/	-111	16	6
CCOc1ncccc1C(=O)NCCc1c[nH]c2ccccc12	-14	6	15	6	11	-6	-0.2	-1	-3	-7	-18
O=C(CNC(=O)C(c1ccccc1)c1ccccc1)OCc1ccccc1	7	12	-12	-7	1	3	-0.5	-1	2	7	-10
O=C1N[C@@H](Cc2ccccc2)C(=O)N2[C@H]1C[C@]1(Br)c3ccccc3N(S(=O)(=O)c3ccc(F)cc3)[C@H]21	-3	20	9	14	8	-3	3.1	2	-4	-7	-11
COc1ccc(C(=O)CCC(=O)N2CCN(c3ccc(C)cc3)C(C)C2)cc1 (centres undefined)	3	6	9	3	2	8	-0.6	-2	17	3	9
CCCNC(=O)C1(C)CCN(C(=O)c2ccccc2OC(F)(F)F)C1 (centres undefined)	-3	6	-11	12	/	/	-2.4	/	-14	4	-9
CCOC(=O)N1C(=O)[C@](CC)(c2ccccc2)N1C(=O)OCC	-8	30	56*	62	16	58	-2.8	2	42	1	-36
O=C(CCC(=O)c1cccs1)NC1CCCCCC1	-5	-34	-3	-1	-23	-9	0.0	2	-5	-16	-38
O=C(NCCc1nc2ccccc2[nH]1)c1ccc([N+](=O)[O-])cc1	13	15	-7	-6	-2	9	-0.2	4	-3	6	-8
CN(C)S(=O)(=O)N1CCC(Oc2cccc(C(=O)NCCC3=CCCCC3)c2)CC1	16	-60	-13	7	12	-2	-0.3	-1	-6	12	14
CN(C)S(=O)(=O)c1cccc(NC(=O)CSc2nncn2C)c1	22	8	-16	-8	-5	-4	-0.4	0	-6	18	24
Clc1cccc(CSc2ccc(-c3cccnc3)nn2)c1	2	-116	-34	-21	-2	-16	-0.3	-3	-60	-4	-18
CC(C)CCNC(=O)c1ccc2c(c1)N(Cc1ccccc1)C(=O)CS2=O (centres undefined)	7	0	-1	11	4	5	-0.1	-1	15	3	11
COC(=O)c1ccccc1NC(=O)N1CSC[C@H]1C(=O)OC	-19	0	-7	3	1	-3	3.2	-3	0	24	-1
Cc1cccc(NC(=O)C2CCN(S(=O)(=O)c3c(C)c(C)cc(C)c3C)CC2)n1	20	9	-4	26	11	3	-0.2	-7	32	5	4
Cc1cc(-c2nn(-c3ccccc3F)cc2CN(C)CC(O)CO)c(C)s1 (centres undefined)	-15	6	9	-44	-4	6	-0.5	-5	9	1	3
OCC1(Cc2ccccc2)CCN(Cc2cnc(-c3cccc4ccccc34)nc2)CC1	-7	-2	7	-19	-5	4	0.1	0	-5	-2	3

Part of the list above in another layout:
CCCCN1C(=O)C2C(c3ccc(OC)cc3O)NC(CC(C)C)(C(=O)O)C2C1=O (centres undefined)
  C8 TRAIL sens: -23; HIF-2a block: 0; CF NFkB block: 15; Shn3 3UTR inh: 12; LMP1 NFkB inh: 11; TRPM1 prom inh: -4; hiPSC survival: 2.1; NR2E3 ag-1: -2; Peg3 prom inh: -10; KKLEB cytotox: -23; NR2E3 ag-2: -26

CC(C)(C)n1nnnc1C(c1cccnc1)N1CCN(C2CCCCC2)CC1 (centres undefined)
  C8 TRAIL sens: 7; HIF-2a block: 10; CF NFkB block: 14; Shn3 3UTR inh: -91; LMP1 NFkB inh: -15; TRPM1 prom inh: -7; hiPSC survival: 0.2; NR2E3 ag-1: 4; Peg3 prom inh: 7; KKLEB cytotox: -1; NR2E3 ag-2: -6

Cc1cccc(NC(=O)C2CCN(S(=O)(=O)c3c(C)c(C)cc(C)c3C)CC2)n1
  C8 TRAIL sens: 20; HIF-2a block: 9; CF NFkB block: -4; Shn3 3UTR inh: 26; LMP1 NFkB inh: 11; TRPM1 prom inh: 3; hiPSC survival: -0.2; NR2E3 ag-1: -7; Peg3 prom inh: 32; KKLEB cytotox: 5; NR2E3 ag-2: 4
